HT1080 viability: cytotoxicity in HT1080 fibrosarcoma cells, cell-based, fluorescence readout (AID 620); cytotoxicity, % at 10 µM; hits with a dose series show EC50 in µM; 87,000 compounds, 0.42% hits; HT1080 viability, fluorescence; higher % means a stronger effect; in the data active means cytotoxicity above about 50%;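 further: cells exposed to compound overnight then 4 h with Alamar Blue; 0% = vehicle DMSO and 100% = killing control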
Numbers without * were called inactive.

SMILES	HT1080 viability
CC(=O)C1=C(O)C(=O)N(CCC(=O)O)C1c1ccccc1Cl (centres undefined)	19%
Cc1ccc(C(=O)N2CCSCC2)cc1	-14%
Cc1ccc(-c2ccc(CCC(=O)O)n2-c2ccc(O)cc2)cc1	-6%
CC(C)Cc1nc2n[nH]c(N)c2c2c1CCCC2	-8%
COC(=O)c1c(NS(=O)(=O)c2ccc(C)cc2)sc2c1CCC(C)C2 (centres undefined)	0%
O=C(OCC(=O)N1CCN(C(=O)c2ccco2)CC1)c1cc(-c2cccc(Br)c2)nc2ccccc12	-7%
CCOC(=O)C1=C(c2ccccc2)O/C(=C(\C(=O)OC)C(F)(F)F)S1	1%
O=c1c2c(nc3cc(-c4cccc(Cl)c4)[nH]n13)CCC2	21%
CC(C)c1ccc(C(=O)CSc2n[nH]c(-c3ccncc3)n2)cc1	0%
Cc1ccc2[nH]cc(C(=O)CN3CCN(C)CC3)c2c1	-9%
COc1cc(Nc2ccccc2Cl)c([N+](=O)[O-])nc1[N+](=O)[O-]	-2%
O=C(Nc1nnc(C2CC2)s1)c1ccc(S(=O)(=O)c2ccccc2)cc1	8%
c1cc2c3c(cccc3c1)C(N1CCCCCC1)=N2	11%
COc1ccc(NC(C)=O)cc1NC(C)C(=O)Nc1ccc(F)c(F)c1F (centres undefined)	-5%
CCCCN(C(=O)Cc1cccs1)c1nnc(-c2cccnc2)s1	14%
CSc1ccccc1C(=O)Nc1cc(C)cc(C)c1	-3%
Nn1c(SCC(=O)N2CCN(S(=O)(=O)c3ccc(Cl)cc3)CC2)nnc1-c1cccs1	-1%
Cc1ccccc1C(=O)N=c1c(C#N)cc2c(=O)n3cccc(C)c3nc2n1Cc1ccco1	-7%
O=C1NC(=O)C2C1C(c1ccccc1)N1C3C(=O)NC(=O)C3C(c3ccccc3)N21 (centres undefined)	3%
Cc1nnc(C)n1/N=C/c1ccccc1	4%
COc1ccc2c(c1)CCCC21NC(=O)N(CC(N)=O)C1=O (centres undefined)	-17%
CCC(=O)NC(Nc1cc(C)ccn1)(C(F)(F)F)C(F)(F)F	15%
C=CCn1c(SCC(=O)Nc2c(C)n(C)n(-c3ccccc3)c2=O)nc2scc(-c3ccccc3)c2c1=O	-4%
CCOc1ccc(C2NC(=O)C(C#N)=C(S)N2c2ccc(C)cc2)cc1OC (centres undefined)	1%
Cc1ccc(/C=C/C2=NN(Cc3ccccc3Cl)C(=O)CC2)cc1	5%
Cc1c(-n2cc(C(=O)c3cc(Cl)ccc3O)cc(C#N)c2=O)c(=O)n(-c2ccccc2)n1C	-8%
COC(=O)C1=C(C)NC(=O)/C1=C\c1cccs1	-4%
CC(C)OC(=O)c1c(N)n(CCCN2CCOCC2)c2nc3ccccc3nc12	-1%
CN(C=O)CP(=O)(O)CN1CCCCC1	0%
COc1ccc(NC(=O)CSc2nc(C)cs2)cc1OC	-11%
CCCCn1nnnc1NCc1ccc(C)s1	-4%
N#CCOc1nc(N2CCCC2)nc(N2CCCC2)n1	-16%
Cc1nc2ccc(NC(=O)c3cc(S(=O)(=O)N4CCOCC4)ccc3C)cc2s1	-2%
CN1CCN(C2=Cc3ccccc3Sc3cc(F)c(F)cc32)CC1	4%
O=c1[nH]c2cccnc2n1Cc1ccccc1	-4%
Brc1ccc(C2=CC(c3ccco3)n3ncnc3N2)cc1 (centres undefined)	-4%
CSc1nc(-c2ccco2)nn1C(=O)CCc1ccccc1	5%
Cn1c(=O)c2c(nc(SCC(=O)N3CCCCCC3)n2C)n(C)c1=O	5%
Fc1ccc(C(c2nnnn2Cc2cccs2)N2CCN(c3ccccc3)CC2)cc1 (centres undefined)	-5%
O=C1Cn2c(nc3ccccc32)N1c1cccc(C(F)(F)F)c1	-13%
CCC1=C2CC[C@H]3C(=O)NC(=O)[C@H]3[C@H]2[C@@]2(C)C(=O)N(CC3CC3)C(=O)N2C1=O	-15%
Cc1nc(N2CCOCC2)c(C#N)c(C)c1Br	-7%
Cc1cccc(-c2onc3ccc(C4(C)OCCO4)cc23)c1	-1%
Cc1nnsc1C(=O)Nc1ccc(Cl)cc1	10%
CCCn1c(NCc2c[nH]c3ccccc23)nc2ccccc21	-10%
CCC(=O)NC(O)C(=O)c1ccc(C)cc1 (centres undefined)	-1%
Cc1nn(Cc2ccc(C(=O)Nc3ccc(Br)c4cccnc34)o2)c(C)c1Br	1%
CC(=O)OC(C)(C)C#CCN1CCCC1	-1%
O=C(Nc1cc(S(=O)(=O)N2CCOCC2)ccc1O)c1ccco1	-4%
O=C(c1ccc(COc2c(F)c(F)c(F)c(F)c2F)o1)N1CCN(Cc2ccc3c(c2)OCO3)CC1	1%
CCn1c(C)nc2cc(C(=O)NNS(=O)(=O)c3c(C)c(C)cc(C)c3C)ccc21	-6%
CCCc1nc2c(=O)n(C)c(=O)[nH]c2n1CCC	6%
Cc1cccc(NC(=S)NC(=O)/C=C/c2ccco2)n1	-12%
CCCCCCCCOC(=O)c1ccc(N)cc1	-4%
CCc1ccc(NC(=O)c2sccc2-n2cccc2)cc1	0%
COC(=O)[C@@H]1C[C@H]2CC[C@H](O)C[C@H]2N1Cc1ccc(N2CCOCC2)cc1	2%
COc1ccc2ccc3c(c2c1)N=C[C@]1(O3)N(C)c2ccccc2C1(C)C	-5%
COCCNC(=O)c1nc2c(nnn2Cc2cc(C)ccc2C)c(=O)[nH]1	3%
CCCC(=O)C1=C(O)C(C(=O)OC)C(C)(C)CC1=Nc1cccc2ccccc12 (centres undefined)	-11%
CCCCc1nnc(NC(=O)CSc2nc(=O)cc(N)n2-c2cccc(C)c2)s1	-2%

(cont.)
SMILES	HT1080 viability
CCN1CCN(C(=O)c2ccc(Cn3c(=O)[nH]c4cc(OC)c(OC)cc4c3=O)cc2)CC1	2%
COc1ccc(CCNC(=O)NC2CCCCC2)cc1	-1%
CC(C)(C)C1CCC(OC(=O)CN2CCOCC2)CC1 (centres undefined)	-6%
CCCCOC(=O)Nc1ccccc1C(=O)OC	-25%
COc1ccc(CNC(C)(C)C)cc1Cl	-1%
Cc1cc(C(F)(F)F)c(C#N)c(=O)[nH]1	1%
Cc1ccc(-c2nnn(CC(=O)N(c3ccccc3)C(C(=O)NC(C)(C)C)c3cccs3)n2)o1 (centres undefined)	6%
Cc1ccc(C)c(N=C2CCCN2Cc2ccccc2)c1C#N	-18%
COc1cccc(-c2nnc(-c3ccc(C(F)(F)F)cc3)o2)c1	-7%
COc1ccc(-c2ccc(OC)cc2)cc1	-8%
CCOC(=O)CN1C(=O)S/C(=C/c2cc(C)n(-c3ccccn3)c2C)C1=O	-4%
Cc1ccc(NC(=O)COc2ccc(S(=O)(=O)N3CCOCC3)cc2)cc1	-6%
O=C(NCCc1ccccc1)C(=O)N/N=C/c1ccccc1C(F)(F)F	-2%
CCn1c(SCC(=O)c2[nH]c(C)c(C(C)=O)c2C)nnc1-c1ccccc1	3%
O=C(Cn1nnc(-c2cccs2)n1)NCCc1ccccc1	4%
CC(CCc1ccccc1)NC(=O)C(Cc1ccccc1)NS(=O)(=O)c1cccs1 (centres undefined)	-11%
C[C@@H](C(=O)Nc1ccc2ccccc2c1)[C@H]1C[C@]1(C)[C@H](NS(=O)(=O)c1ccc2ccccc2c1)c1ccccc1	-1%
CC(C)(C)NC(=O)CN(Cc1cccs1)C(=O)CNS(=O)(=O)c1ccccc1	2%
CC(C)(C)NCCOc1ccc(Br)cc1	3%
CN1CCCc2cc(C=O)ccc21	5%
Cc1ccc(C(=O)NCCN(C)C)cc1C	9%
CCSC1(SCC)N=C(N)C2(C#N)C(c3ccc(F)cc3)C12C#N (centres undefined)	-4%
CCOC(=O)C(Cc1ccccc1)(NC(C)=O)C(=O)OCC	-6%
CC12CCC(c3nnc(SCc4ccc(Cl)cc4)nc31)C2(C)C (centres undefined)	-13%
CCCn1c(Nc2ccc(Cl)cc2)nc2ccccc21	-3%
CCN(Cc1ccccc1)C(=O)COC(=O)c1n[nH]c2ccccc12	8%
Nc1nc(SCC(=O)Nc2ccccc2-c2ccccc2)n[nH]1	0%
C=CCOC(=O)c1ccc(-n2cncn2)nc1	4%
NC(=O)CSc1nnc(-c2ccco2)n1N	5%
Cc1ccc(C(=O)Nc2cccnc2)cc1S(=O)(=O)N1CCOCC1	10%
CCCn1nc(NC(=O)c2ccccn2)c2cc3cc(C)ccc3nc21	-7%
CCC/C=C(\CCC)C(NC(=O)c1ccco1)c1ccc(C(=O)OC)cc1 (centres undefined)	-24%
CCC(C)(C(=O)NC1CCCC1)N(Cc1ccco1)C(=O)Cc1cccs1 (centres undefined)	-12%
CCOC(=O)N1CCN(CC(=O)Nc2c(C(=O)OC)[nH]c3cc(C)ccc23)CC1	-4%
Cc1ccc(NC(=O)CSc2nnc(-c3cccs3)n2Cc2ccco2)cc1	-13%
CC(C)NC(=O)Cn1c(SCC(=O)c2ccc(F)cc2)nc2ccccc21	6%

16 of these compounds, set out differently:
structure,HT1080 viability
Cc1ccc(C(=O)NCCN(C)C)cc1C,9%
CCSC1(SCC)N=C(N)C2(C#N)C(c3ccc(F)cc3)C12C#N (centres undefined),-4%
CCOC(=O)C(Cc1ccccc1)(NC(C)=O)C(=O)OCC,-6%
CC12CCC(c3nnc(SCc4ccc(Cl)cc4)nc31)C2(C)C (centres undefined),-13%
CCCn1c(Nc2ccc(Cl)cc2)nc2ccccc21,-3%
CCN(Cc1ccccc1)C(=O)COC(=O)c1n[nH]c2ccccc12,8%
Nc1nc(SCC(=O)Nc2ccccc2-c2ccccc2)n[nH]1,0%
C=CCOC(=O)c1ccc(-n2cncn2)nc1,4%
NC(=O)CSc1nnc(-c2ccco2)n1N,5%
Cc1ccc(C(=O)Nc2cccnc2)cc1S(=O)(=O)N1CCOCC1,10%
CCCn1nc(NC(=O)c2ccccn2)c2cc3cc(C)ccc3nc21,-7%
CCC/C=C(\CCC)C(NC(=O)c1ccco1)c1ccc(C(=O)OC)cc1 (centres undefined),-24%
CCC(C)(C(=O)NC1CCCC1)N(Cc1ccco1)C(=O)Cc1cccs1 (centres undefined),-12%
CCOC(=O)N1CCN(CC(=O)Nc2c(C(=O)OC)[nH]c3cc(C)ccc23)CC1,-4%
Cc1ccc(NC(=O)CSc2nnc(-c3cccs3)n2Cc2ccco2)cc1,-13%
CC(C)NC(=O)Cn1c(SCC(=O)c2ccc(F)cc2)nc2ccccc21,6%

Next part.
SMILES	HT1080 viability
Cc1cc(=O)[nH]c(SCCCOc2ccccc2Cl)n1	-6%
O=c1oc2ccccc2c2c1nc(C(F)(F)F)n2-c1ccccc1	-7%
CC1CC(=O)c2cnc(N3CCOCC3)nc2C1 (centres undefined)	10%
CCOc1ccc(OCCSc2nnnn2-c2ccccc2)cc1	-18%
CCOC(=O)C(CC)Sc1nnc2cc(C)c3ccccc3n12 (centres undefined)	8%
O=C(CCc1ccc(S(=O)(=O)NCCc2ccccc2)cc1)NCc1ccc2c(c1)OCO2	-8%
C/C(=N/NC(=O)c1ccoc1C)C12CC3CC(CC(C3)C1)C2	-8%
CC(=O)Nc1nonc1NC(=O)c1ccc(F)cc1	-4%
Cc1c(NC(=O)CCSc2ccc(Cl)cc2)c(=O)n(-c2ccccc2)n1C	8%
COC(=O)c1ccc(C(=O)OC)c(NC(=O)CN(c2ccc3c(c2)OCO3)S(C)(=O)=O)c1	-4%
CC(C)CN1C(=O)CC(Sc2ccccc2C(=O)O)C1=O (centres undefined)	-4%
COc1ccc(Cn2c(CCC(=O)Nc3ccc(C)cc3)nc3cccnc32)cc1	14%
CNC(=O)Nc1ccc(Cl)cc1	-10%
Cc1ccc2c(c1)N=C(c1ccc(F)cc1)CO2	-12%
CCN(CC)c1ccc(N2C(=O)/C(=C\c3cccs3)SC2=S)cc1	-15%
COc1ccccc1-n1cnnc1SCC(=O)Nc1nc(C)c(Cl)cc1Cl	-8%
Nc1ccc2c(c1)C(=O)N(CCCCCC(=O)O)C2	-9%
Cc1cc(NC(=O)c2ccc(N3C(=O)CCC3=O)cc2)no1	4%
COc1ccc(CCNC(=S)Nc2ccccc2C)cc1	-4%
Cc1c(C#N)c2ccccc2n1CC(=O)N1CCCc2ccccc21	36%
O=C(Nc1nc2ccc(Cl)cc2s1)C1CCCO1 (centres undefined)	-8%
COc1ccc2c(=O)cc(-c3ccccc3)n(C)c2c1	6%
c1ccc(N=C(c2cccs2)N2CCOCC2)cc1	5%
O=C(NCc1ccc2c(c1)OCO2)C12CC3CC(CC(C3)C1)C2	-12%
Cc1ccc(C)c(-c2csc(N)c2C(=O)OC(C)C)c1	0%
Cc1cc(Oc2ccccc2)nc(N2CCOCC2)n1	4%
N#Cc1c(SCc2cccc(Cl)c2)sc(C(=O)c2ccccc2)c1N	27%
CCOC(=O)N1CCN(C(=O)CN(Cc2ccccc2)S(=O)(=O)c2ccc(OC)c(Cl)c2)CC1	10%
CCCCNc1nc(CC)c2c(c1C#N)CCCC2	-14%
COc1ccccc1-c1cc(C(F)(F)F)nc(N2CCCCC2)n1	9%
CC(C)Oc1ccc(/C=N/NC(=O)C(CSCc2ccccc2)NC(=O)c2ccc([N+](=O)[O-])cc2)cc1 (centres undefined)	-5%
Cc1c(O)ccc(/C(Cc2ccc3ccccc3n2)=N\O)c1O	-19%
Cc1ccc(-c2nnn(CC(=O)NC3CCN(Cc4ccccc4)CC3)n2)cc1	-6%
COC(=O)c1ccc(C(NC(=O)OCc2ccccc2)/C(=C/[C@@H](C)C(=O)N(C)Cc2ccccc2)C(F)(F)F)cc1 (some centres undefined)	-30%
COc1ccc(-c2ccc(C#N)c(SCC(=O)Nc3sc4c(c3C#N)CCC4)n2)cc1	-1%
COC(=O)/C(=C(/F)SCC(C)=O)C(F)(F)F	32%
CCc1c(O)cc2n(c1=O)-c1ccccc1C2(C)C	-5%
CC1CCN(C2CCN(S(=O)(=O)c3ccc(F)cc3)CC2)CC1	2%
Cc1nn2c3ccccc3n(Cc3ccccc3)c2nc1=O	-9%
COc1ccc(-c2nc(-c3ccccc3)c(-c3cccs3)[nH]2)cc1OC	-4%
O=C(O)c1cccc(Nc2ncnc3c2cnn3-c2ccccc2)c1	-7%
CCN(CC)CCNC(=O)Cn1c(C)cc2ccccc2c1=O	10%
COCCNC(=O)CCCCCn1c(=S)[nH]c2ccccc2c1=O	12%
CC(=O)NCCC(=O)NCc1ccc(F)cc1	10%
COc1ccc2c(c1OC)C(=O)OC2Nc1ncccc1C (centres undefined)	-4%
CC(NC(=O)CCC1COc2ccccc2O1)c1ccccc1 (centres undefined)	-3%

Some of the compounds tested; rates above refer to the full screens.
